Compound activity deposited in PubChem by several laboratories.
Cardiac RTF inh = cardiac RTF calcium desensitization; inhibition, % at 7.15 µM; P19429+P45379; 340,000 tested, 0.12% active; IANBD-labeled cardiac RTF, Ca2+ fluorescence;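 active means inhibition above the mean inhibition of all tested compounds plus 3 SD, cut at about 17% in these data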;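 further: assay run at fixed EC70 calcium of 1.6 mM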
PKA-R2B activ = PKA-R2B complex activation; P22694+P31323; PKA-R2B holoenzyme dissociation, Cy5-IP20 fluorescence polarization; R2B truncated from residue 108, S112A mutant; 0% DMSO only, 100% 113 µM cGMP; activation, % at 11.4 µM; 340,000 tested, 0.079% active; AID 504700;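 active means activation above a cutoff set at the mean over all compounds plus 3 SD, cut at about 18% in these data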;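 further: higher means more holoenzyme dissociation and a rise in polarization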
Target sequence (P31323 whole entry, looked up, other chains not shown, the tested form may be a part): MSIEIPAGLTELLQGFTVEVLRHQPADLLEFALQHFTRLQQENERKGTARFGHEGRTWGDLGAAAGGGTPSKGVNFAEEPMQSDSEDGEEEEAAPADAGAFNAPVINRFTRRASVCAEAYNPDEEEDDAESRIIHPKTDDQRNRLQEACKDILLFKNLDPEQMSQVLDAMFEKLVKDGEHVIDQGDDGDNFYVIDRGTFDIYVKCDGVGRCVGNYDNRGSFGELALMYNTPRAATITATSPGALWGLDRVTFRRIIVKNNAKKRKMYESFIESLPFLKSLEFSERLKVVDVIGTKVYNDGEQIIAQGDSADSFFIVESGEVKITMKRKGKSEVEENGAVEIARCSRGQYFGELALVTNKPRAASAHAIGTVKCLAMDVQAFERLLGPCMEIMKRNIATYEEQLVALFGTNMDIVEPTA
Keap1 Nrf2 FP = Keap1-Nrf2 (human) interaction inhibition. inhibition, % at 9.4 µM. AID 504523. Keap1 Kelch-Nrf2 peptide fluorescence polarization, 1536-well. 340,000 tested, 0.15% active; in the data active means inhibition above about 12%;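 further: human Keap1 Kelch domain with fluorescein labeled Nrf2 9mer peptide probe; 0% = neutral control wells and 100% = peptide positive control; higher means more block of Keap1 binding to Nrf2 peptide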
Arrestin-AP2 inh = human beta-arrestin and AP2 interaction inhibition | FITC-arrestin peptide / GST-AP2 beads, flow cytometry; AP2 beta2 appendage carries R879A mutation | inhibition, % at 10 µM | 340,000 tested, 0.31% active | AID 504490;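 active means inhibition above a set limit, near 3 SD of compounds lacking own fluorescence, cut at about 54% in these data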;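 further: plate controls were DMSO wells for no effect and 5 µM unlabelled arrestin peptide for full effect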
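System: GST-AP2 R879A glutathione beads | Also added: FITC-arrestin peptide, 50 nM | Times: 12 min plus 1 h, RT | Signal: Bead flow cytometry, FITC channel | Buffer or medium: PBS with 0.05% Tween 20 and 0.1% BSA | Read-out basis: Percent drop in bead-associated FITC signal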
SR-BI uptake up = enhances SR-BI lipid uptake from DiI-HDL | 320,000 tested, 0.096% active | CHO ldlA[mSR-BI] cells, DiI-HDL uptake fluorescence, 3 h; 100 = double the neutral-control signal | activation, % at 12.5 µM;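 active means mean replicate activation of at least 60% and every replicate at or above 60%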;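 further: 0% = median plate neutral-control signal and 100% = twice that signal; values of inactives mirror those of a sister screen read the other way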
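Test system: SR-BI-overexpressing, LDLR-lacking CHO cells. Measured by: DiI fluorescence, bottom read. Medium: Ham's F12 with 0.5% BSA, HEPES 25 mM, pH 7.4. Timing: 3 h uptake period with compound, 37 °C.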
NSD2 inh = blocks human histone methyltransferase NSD2 | O96028 | NSD2 peptide methylation, AlphaScreen, 120 min | inhibition, % at 12.5 µM | 310,000 tested, 0.54% active | AID 743445; in the data active means inhibition above about 50%
SR-BI HDL uptake = inhibitors of mouse SR-BI mediated HDL lipid uptake; Q61009; ldlA[mSR-BI] CHO cells, DiI-HDL uptake fluorescence, 3 h; inhibition, % at 12.5 µM; 320,000 tested, 0.96% active;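 active means mean replicate inhibition of at least 70% and a set share of replicates each scoring 70 or more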;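 further: 0% = median of neutral control wells and 100% = median of positive control wells; values of inactives mirror those of a sister screen read the other way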
Target sequence (Q61009 whole entry, looked up): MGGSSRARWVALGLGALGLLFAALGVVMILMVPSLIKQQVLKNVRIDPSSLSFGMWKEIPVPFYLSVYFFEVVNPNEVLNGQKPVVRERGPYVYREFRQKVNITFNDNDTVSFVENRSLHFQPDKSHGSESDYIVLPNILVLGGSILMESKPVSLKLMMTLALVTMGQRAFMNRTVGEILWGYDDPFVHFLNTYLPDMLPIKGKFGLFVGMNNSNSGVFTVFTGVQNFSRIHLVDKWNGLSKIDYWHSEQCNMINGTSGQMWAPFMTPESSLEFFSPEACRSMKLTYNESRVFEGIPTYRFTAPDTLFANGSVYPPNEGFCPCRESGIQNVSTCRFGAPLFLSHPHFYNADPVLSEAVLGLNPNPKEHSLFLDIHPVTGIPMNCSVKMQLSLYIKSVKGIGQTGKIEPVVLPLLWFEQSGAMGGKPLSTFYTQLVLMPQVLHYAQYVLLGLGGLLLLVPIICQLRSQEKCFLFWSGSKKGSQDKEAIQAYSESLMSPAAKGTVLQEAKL
DAGLB inhibitor = diacylglycerol lipase beta (human) inhibition; Q8NCG7; HEK293T DAGLB membrane lysate, EnzChek fluorogenic substrate; inhibition, % at 5.17 µM; 340,000 tested, 0.059% active; AID 504411; in the data active means inhibition above about 34%;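 further: 0% = enzyme with vehicle and 100% = wells lacking enzyme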
LANA DNA inh = KSHV C-LANA DNA binding inhibition; MBP-C-LANA/FAM-LBS DNA binding, fluorescence polarization; inhibition, % at 9 µM; 340,000 tested, 0.078% active;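 active means highest replicate inhibition at or above 60% at 9 µM, even if other replicates fall short; inactive means all replicates below 60% inhibition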;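 further: 0% = neutral control wells and 100% = 4 µM acridine orange control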
PvdQ acylase = P. aeruginosa PvdQ acylase inhibition | purified PvdQ acylase, fluorescence plate reader | inhibition, % at 10 µM | 340,000 tested, 0.063% active | AID 488965; in the data active means inhibition above about 30%, passing the limit was not always enough;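 further: 0% = vehicle neutral wells and 100% = reference inhibitor wells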
* marks the source's active call; other numbers are inactive results; · = no result given. An unsorted share of the library, and some 2.1% of all compounds hit somewhere here.

SMILES	Cardiac RTF inh	PKA-R2B activ	Keap1 Nrf2 FP	Arrestin-AP2 inh	SR-BI uptake up	NSD2 inh	SR-BI HDL uptake	DAGLB inhibitor	LANA DNA inh	PvdQ acylase
COc1cc(NC(=O)CCS(=O)(=O)c2ccc3c(c2)oc(=O)n3C)cc(OC)c1OC	-9	-2	-3	-3	12	0	-12	1	-0.4	-10
O=C(Nc1ccc(Cl)c(Cl)c1)Nc1nccs1	-5	3	0	1	·	-3	·	-3	0.3	2
COc1ccc(OC)c(CCNC(=O)CN2C(=O)CC(C)(C)S(=O)(=O)c3ccccc32)c1	-3	2	1	13	12	·	-12	-2	-1.1	-7
Cc1ccc([C@H]2C(C(=O)O)=CC[C@@H](c3ccc(Cl)cc3)N2S(=O)(=O)c2ccccc2C)cc1	-2	-13	2	4	2	·	-2	0	2.6	-10
Cc1ccc(NC(=O)C2CCCN2C(=O)Oc2ccccc2)c(C)c1 (configuration not stated)	-11	11	-3	-5	45	-4	-45	-5	0.7	-10
NC(=O)C(NC(=O)OCc1ccccc1)c1ccccc1 (configuration not stated)	-20	-10	-4	-3	9	·	-9	1	2.2	-9
O=C1c2ccccc2C(=O)N1CCc1nc(-c2ccncc2)no1	-2	-7	-3	-2	-6	-1	6	0	0.0	-12
CC1CC(=Cc2ccc([N+](=O)[O-])cc2)C(=O)O1 (configuration not stated)	3	-1	2	39	7	-6	-7	-1	0.3	18
CC(=O)Nc1c(Br)cc2c(c1Br)C(=O)c1ccccc1-2	2	-8	-2	-11	-7	0	7	1	0.1	-19
Cc1ccc(S(=O)(=O)c2c(C)nn(C(C)(C)C)c2OC(=O)C(C)C)cc1	-13	1	0	-2	·	·	·	-7	-2.3	-11
CCCCNc1ncnc2[nH]ncc12	-4	-4	2	5	5	1	-5	1	1.1	12
CCOC1(C)OCC(=O)[C@]2(CCC3C4CCC5=CC(=O)C=CC5(C)C4C(=O)CC32C)O1 (some centres not stated)	4	-3	2	-8	17	27	-17	-1	1.5	-6

11 structures from above, arranged by length of the SMILES, low to high:
SMILES	Cardiac RTF inh	PKA-R2B activ	Keap1 Nrf2 FP	Arrestin-AP2 inh	SR-BI uptake up	NSD2 inh	SR-BI HDL uptake	DAGLB inhibitor	LANA DNA inh	PvdQ acylase
CCCCNc1ncnc2[nH]ncc12	-4	-4	2	5	5	1	-5	1	1.1	12
O=C(Nc1ccc(Cl)c(Cl)c1)Nc1nccs1	-5	3	0	1	·	-3	·	-3	0.3	2
NC(=O)C(NC(=O)OCc1ccccc1)c1ccccc1 (configuration not stated)	-20	-10	-4	-3	9	·	-9	1	2.2	-9
CC1CC(=Cc2ccc([N+](=O)[O-])cc2)C(=O)O1 (configuration not stated)	3	-1	2	39	7	-6	-7	-1	0.3	18
CC(=O)Nc1c(Br)cc2c(c1Br)C(=O)c1ccccc1-2	2	-8	-2	-11	-7	0	7	1	0.1	-19
Cc1ccc(NC(=O)C2CCCN2C(=O)Oc2ccccc2)c(C)c1 (configuration not stated)	-11	11	-3	-5	45	-4	-45	-5	0.7	-10
Cc1ccc(S(=O)(=O)c2c(C)nn(C(C)(C)C)c2OC(=O)C(C)C)cc1	-13	1	0	-2	·	·	·	-7	-2.3	-11
COc1cc(NC(=O)CCS(=O)(=O)c2ccc3c(c2)oc(=O)n3C)cc(OC)c1OC	-9	-2	-3	-3	12	0	-12	1	-0.4	-10
COc1ccc(OC)c(CCNC(=O)CN2C(=O)CC(C)(C)S(=O)(=O)c3ccccc32)c1	-3	2	1	13	12	·	-12	-2	-1.1	-7
CCOC1(C)OCC(=O)[C@]2(CCC3C4CCC5=CC(=O)C=CC5(C)C4C(=O)CC32C)O1 (some centres not stated)	4	-3	2	-8	17	27	-17	-1	1.5	-6
Cc1ccc([C@H]2C(C(=O)O)=CC[C@@H](c3ccc(Cl)cc3)N2S(=O)(=O)c2ccccc2C)cc1	-2	-13	2	4	2	·	-2	0	2.6	-10

Further results.
SMILES	Cardiac RTF inh	PKA-R2B activ	Keap1 Nrf2 FP	Arrestin-AP2 inh	SR-BI uptake up	NSD2 inh	SR-BI HDL uptake	DAGLB inhibitor	LANA DNA inh	PvdQ acylase
c1ccc2sc(NC3=NCN(C4CCCCCC4)CN3)nc2c1	-7	5	7	31	11	2	-11	0	-0.8	-9
CN(C(=O)c1cnc(N2CCN(c3ncccn3)CC2)c2ccccc12)c1ccc(Cl)cc1	6	-1	-4	-5	9	-5	-9	-2	-0.7	-5
COc1ccc2c(c1OC)C(=O)OC2	-1	1	-5	5	-8	·	8	-6	0.7	15
COc1ccc(CCNC(=O)CN2C(=O)NC3(CCOc4ccccc43)C2=O)cc1 (configuration not stated)	-3	5	4	29	25	-2	-25	1	0.6	-1
O=C(NCCN1C(=O)S/C(=C\c2ccc(F)cc2)C1=O)c1cccc(S(=O)(=O)N2CCOCC2)c1	3	3	-1	9	·	-3	·	-1	0.8	0
O=C1Nc2ccccc2C(O)(C(=O)N2CCCCC2)N1c1ccccc1 (configuration not stated)	7	-5	4	-1	0	-1	0	-4	-1.9	11
Cc1ncc([N+](=O)[O-])n1Cc1ccccc1	-18	-12	0	1	24	-2	-24	0	0.2	-4
C/C(=N\Nc1nccnc1Cl)c1ccc([N+](=O)[O-])cc1	3	-6	1	9	22	3	-22	0	1.0	-1
CCC(=O)N(CC(=O)Nc1sc(C)c(C)c1C(N)=O)C1CCCC1	-11	-7	-4	-3	-1	0	1	1	-0.2	-13
Cc1ccc(SCc2nc(N)nc(Nc3ccccc3C)n2)cc1C	-29	-4	-3	10	-35	-24	35	-2	0.1	-14
O=C1N=C(N2CCN(c3ccccc3)CC2)SC1Cc1ccccc1 (configuration not stated)	8	5	0	20	-2	0	2	1	0.3	1
CCn1c(-c2cccnc2Cl)nc2cc(C)c(C)cc21	7	-3	1	18	-8	-1	8	-1	0.1	6
Cc1ccc(N(CC(=O)NCCSc2ccccn2)S(C)(=O)=O)cc1	-3	-1	-4	-1	0	-1	0	-2	0.2	-7
CCOc1ccc(NC(=O)CN(C)C(=O)c2ccc(COc3ccccc3)cc2)cc1OCC	-3	-2	3	29	-53	-3	53	-5	-1.1	-2
NC(CSCc1ccccc1Cl)C(=O)O (configuration not stated)	0	-3	-3	15	0	12	0	-4	0.4	-16
Cc1cc(C)nc(NS(=O)(=O)c2ccc(NC(=O)c3cc(=O)c4ccccc4o3)cc2)n1	-2	-5	2	-6	-1	-2	1	1	0.1	-11
CN1CCN(C(=O)c2cnn(-c3ccccc3)c2NC(=O)c2ccccc2)CC1	-3	13	3	7	-1	·	1	1	-1.8	-13
CCCCn1c(N)c(-c2nc3ccccc3o2)c2c([N+](=O)[O-])nn(C)c(=O)c21	-7	8	3	3	-9	3	9	4	-1.2	-18
CN(C)/C=C(/C(=O)c1ccc(F)cc1)S(=O)(=O)c1ccc(F)cc1	2	11	0	31	-3	2	3	-2	0.0	1
COc1ccc(CCc2nc(-c3cccs3)no2)cc1	-6	-3	0	-6	7	-6	-7	-11	-0.4	-20
CC1CCCCN1CCCNc1ccc(C(CC(N)=O)NC(=O)Cc2ccc(Br)cc2)cc1[N+](=O)[O-] (configuration not stated)	-4	-3	1	19	20	·	-20	0	-2.5	-6
O=C(O)c1cc(Cl)nc2ccccc12	-8	-3	2	-12	18	4	-18	2	1.4	1
O=c1c(-c2cccc3ccccc23)[n+]([O-])c2ccccc2n1O	-1	-8	-1	-10	-7	2	7	-2	1.2	-3
CCN(CC)CCNC(=O)CNC(=O)c1nn(-c2ccc(OC)cc2)c(=O)c2ccccc12	-7	-2	-1	5	14	·	-14	-3	-4.0	3
Cc1ccc(S(=O)(=O)c2c(N)n(CCCO)c3nc4ccccc4nc23)cc1	0	-1	-9	2	-9	-10	9	4	1.1	-15
CCC(C)N(C(=O)C(F)(F)F)C(C(=O)NC1CCCCC1)c1ccncc1 (configuration not stated)	2	0	3	23	34	0	-34	0	-0.4	-9
Cc1ccc(Oc2ncccc2CO)cc1	-4	7	-5	16	-5	-2	5	-2	0.7	9
Clc1cncc(Cl)c1NNc1c2ccccc2nc2ccccc12	-14	-1	-4	1	-41	-3	41	0	-0.8	10
CC(C)CC(C(=O)OCC(=O)N1CCN(c2ccccc2)CC1)N1C(=O)c2ccccc2C1=O (configuration not stated)	-1	-7	-9	6	17	2	-17	-1	1.7	-5
CCc1ccc(N=Nc2ccc(O)c3[nH]cnc23)cc1	-2	-8	-3	-7	·	·	·	16	1.5	-6
Cc1cc(C)cc(OCC(=O)OCC(=O)c2cc(C)n(C3CC3)c2C)c1	-6	-5	4	13	-6	0	6	-19	0.0	4
CC1CCN(C(=O)CSc2nnc(N)s2)CC1	0	-6	-5	8	14	-1	-14	-2	0.8	-11
COc1ccc2oc(C(=O)OCC(=O)Nc3ccc(OC)c(S(N)(=O)=O)c3)c(C)c2c1	-3	-1	0	-4	-34	-1	34	-2	0.8	-6
Cc1cc(O)c(C2=Nc3ccccc3SC(c3ccc(Cl)cc3)C2)c(=O)o1 (configuration not stated)	-8	1	-1	-1	0	0	0	2	-1.1	-12
O=Nc1c(O)[nH]c2ccc(Cl)cc12	-11	3	-4	-3	31	7	-31	-8	-0.5	-29
CCOC(=O)n1c(=O)[nH]c2ccc(Br)cc21	1	1	0	-3	12	2	-12	-2	-1.9	-6
Cc1ccc2c(C)c(C(=O)N(C)Cc3ccncn3)oc2c1C	3	6	-3	1	·	-2	-26	1	0.6	-10
CCCCNC(=S)N1CCn2cccc2C1c1ccc(F)cc1 (configuration not stated)	-7	-9	-2	36	-16	31	16	-4	1.6	-6
CC1CC(C)CN(S(=O)(=O)c2ccc3c(c2)oc(=O)n3CC(=O)N2CCOCC2)C1 (configuration not stated)	-4	0	-7	5	8	·	-8	-2	0.0	0
COC(=O)c1ccc(Cn2cc(Cl)cn2)o1	0	-4	-3	12	-9	3	9	1	0.6	-3
